HBB splice mod – hemoglobin beta splicing modulation. 65,000 tested, 0.06% active. Potency, µM (series often up to 46.1 µM), without a hit: at the top dose activation, hits mostly activators. HBB splicing reporter cell assay, activation; EGFP reporter with mutant IVS2-654 intron; response scale: normalised to 500 nM splice-correcting PNA; further: potency means the concentration at half of the fitted maximal effect; 0% is about no effect
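Compounds were applied for 2 days to HeLa EGFP-654 cells, 500/well in Optimem with 2% FCS. The reporter's EGFP is disrupted by mis-splicing of beta-globin intron IVS2-654. Readout: summed well GFP fluorescence from 488 nm laser scanning; reference was 500 nM antisense […] 654 PNA.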
USP2a inh – blocks human ubiquitin-specific protease USP2a | Potency, µM (doses to about 38.3 µM), for the others: at the highest dose activity change, negative = inhibition, actives largely listed as inhibitors | USP2a enzymatic assay, qHTS inhibition | AID 927 | O75604 | 60,000 tested, 0.1% active;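 further: potency means the concentration at half of the fitted maximal effect; nearly all actives have a fitted effect of over 60% in size; plate controls were DMSO for no effect and NEM full inhibition control for full effect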
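Coupled readout: USP2-cleaved Ub-PLA2 (20nM final) turns over NBD C6-HPC (20uM final), Ex 460nm/Em 535nm after 2.5 h, time-zero read flagging artifacts. Enzyme (20nM final, pH 8.0 Tris) given 30 min RT with compound first; NEM defines full inhibition.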
BRCT inh red – disrupts BRCA1 BRCT binding to phosphoprotein, red fluorophore readout; BRCT-phosphopeptide binding, red fluorescence polarization; Potency, µM (top dose mostly 76.9 µM), for the others: top-dose activity change, negative = inhibition, actives largely listed as inhibitors; 75,000 tested, 0.03% active; P38398; further: on the % scale 0 is the no-effect control and ±100 the full control effect
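Rhodamine-labelled pBACH1 10-mer (100 nM) bound to BRCT domain (100 nM) at pH 7.3; compounds incubated 12 min room temperature, polarization read. Free peptide defines full inhibition; unlabelled decapeptide titrated as control.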
HADH2 inh – blocks human hydroxyacyl-CoA dehydrogenase type II | Potency, µM (highest dose often 57.1 µM), inactives show at the highest dose activity change, negative = inhibition, hits mostly inhibitors | AID 886 | recombinant HADH2, NADH fluorescence, beta-hydroxybutyryl-CoA | 73,000 tested, 3.4% active | Q99714; further: potency means the concentration at half of the fitted maximal effect; on the % scale 0 is the no-effect control and ±100 the full control effect; nearly all actives have a fitted effect of over 60% in size; many of its hits are not listed in these tables
Target sequence (Q99714 whole entry, looked up, one chain of several): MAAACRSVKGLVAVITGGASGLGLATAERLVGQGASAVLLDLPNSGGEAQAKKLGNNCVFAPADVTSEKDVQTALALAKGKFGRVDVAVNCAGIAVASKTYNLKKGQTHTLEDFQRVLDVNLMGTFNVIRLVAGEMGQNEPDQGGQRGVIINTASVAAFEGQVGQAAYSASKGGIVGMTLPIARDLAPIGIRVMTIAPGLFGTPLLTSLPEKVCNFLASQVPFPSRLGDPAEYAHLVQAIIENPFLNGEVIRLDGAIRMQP
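Activity measured as NADH fluorescence gain (360/450 nm), taken as the change between first and last reads of a 4-min kinetic run. Conditions: pH 9.0 Tris buffer, 20 nM E. coli-expressed His-tagged enzyme, 1 mM NAD+, 90 uM beta-hydroxybutyryl-CoA; 15-min compound preincubation.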
Pol III holo inh – inhibitors of bacterial DNA polymerase III holoenzyme. AID 603. Potency, µM (titrated, usually from 57.1 µM), inactives show top-dose activity change, negative = inhibition. reconstituted DNA polymerase III holoenzyme replication, biochemical. 71,000 tested, 0.25% active; further: potency means the concentration at half of the fitted maximal effect; on the % scale 0 is the no-effect control and ±100 the full control effect
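Reconstituted *E. coli* holoenzyme (0.35 nM Pol III, 1 nM beta, 154 nM SSB, 2 nM primase) was preincubated with compound for 15 min at RT. Synthesis on 1.4 nM ssM13Gori ran 35 min, then was stopped with PicoGreen/EDTA and read as dsDNA fluorescence.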
Hsp90 Hop PPI – changes Hsp90-Hop TPR2A binding signal, up or down; AlphaScreen TPR2A-His6 binding biotin-Hsp90 C-terminal peptide; Potency, µM (titrated, usually from 57 µM), without a hit: at the top dose activity change, negative = inhibition; 71,000 tested, 0.44% active; active means well fitted curve in either direction with a large enough effect; inconclusive means small, poorly fitted or top-dose-only effect, or another doubt; further: potency means the concentration at half of the fitted maximal effect; on the % scale 0 is the no-effect control and ±100 the full control effect; many of its hits are not listed in these tables
CRE-bla Fsk – alters forskolin-stimulated CRE reporter signaling in CHO cells; CHO CRE-bla reporter (cAMP response element driving beta-lactamase), forskolin EC10, beta-lactamase ratio; Potency, µM (highest dose often 38.2 µM), for inactives: top-dose activity change, negative = inhibition, usual class: activators; 71,000 tested, 2.5% active; AID 662; active means well fitted activation curve with a large enough effect in the signal ratio, with a control signal flat, not every such curve was filed as active; inconclusive means small, poorly fitted or top-dose-only effect, or effect the other way, or a change in a side signal; the % refers to the signal ratio; further: potency means the concentration at half of the fitted maximal effect; % of control where 0% means no effect
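CRE-bla CHO cells stimulated with EC10 NKH 477 (water-soluble forskolin) and compound titrations, 3 h at 37C; beta-lactamase read with CCF4 after 2 h at room temperature. Activity from 460/530 nm emission ratio, AC50 values for positive or negative modulation.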
UbGFP stabilizer – proteasome inhibitors stabilizing ubiquitin-GFP reporter; Ubiquitin-GFP reporter cells, proteasome inhibition, GFP fluorescence; response scale: untreated = 0%, 10 µM MG-132 = 100%; Potency, µM (highest dose often 45.9 µM), without a hit: at the top dose activation (GFP accumulation), actives largely listed as activators; 67,000 tested, under 10 active; AID 526; active means well fitted activation curve with a large enough effect, not every such curve was filed as active; inconclusive means small, poorly fitted or top-dose-only effect, or another doubt; inactive means no such curve, though single readings can be large or run the other way; further: potency means the concentration at half of the fitted maximal effect
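Proteasome block read as GFP accumulation: ubiquitin(G76V)-GFP U2OS cells exposed to compound (2.9 nM–46 uM) for 4 hr at 37 C. Normalization used untreated cells as 0% and 10 uM MG-132 as 100%; concentration-response curves fitted.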
BRCT PPI green – BRCA1 BRCT-phosphoprotein interaction inhibition; P38398; BRCA1 BRCT-phosphopeptide binding, green fluorescence polarization; Potency, µM (titrated, usually from 76.9 µM), for the others: at the highest dose activity change, negative = inhibition, actives largely listed as inhibitors; 75,000 tested, 0.05% active; AID 875;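 further: potency means the concentration at half of the fitted maximal effect; plate controls were peptide without protein for full effect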
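Fluorescence polarization: His-tagged BRCT (~35 kDa BRCA1 C-terminus, 250 nM) bound to 100 nM fluorescein-labeled phosphorylated 10-aa BACH1 peptide, pH 7.3 phosphate buffer with DTT and Tween 20. Compounds incubated 12 min at room temperature; inhibition read as lowered polarization.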
GFP derepression – derepresses silenced GFP locus in mouse C127i cells; mouse C127i GFP locus derepression, cytometry, 30 h; Potency, µM (titrated, usually from 46.1 µM), for inactives: at the top dose GFP derepression (activation); 68,000 tested, 0.09% active; AID 597; further: % of control where 0% means no effect
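Read-out is the number of GFP-positive cells, scored as fluorescent objects 20 to 120 um wide, reflecting derepression of a silenced CMV-GFP reporter in murine C127i cells after 30 h compound exposure at 37 C.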
ALOX15 inhib – 15-hLO (ALOX15) enzyme inhibition; purified 15hLO-1, xylenol orange hydroperoxide absorbance; Potency, µM (doses to about 57.1 µM), without a hit: at the highest dose activity change, negative = inhibition, most hits filed as inhibitors; 74,000 tested, 1.4% active; AID 887; further: potency means the concentration at half of the fitted maximal effect; on the % scale 0 is the no-effect control and ±100 the full control effect; nearly all actives have a fitted effect of over 55% in size
Target sequence (P16050 whole entry, looked up): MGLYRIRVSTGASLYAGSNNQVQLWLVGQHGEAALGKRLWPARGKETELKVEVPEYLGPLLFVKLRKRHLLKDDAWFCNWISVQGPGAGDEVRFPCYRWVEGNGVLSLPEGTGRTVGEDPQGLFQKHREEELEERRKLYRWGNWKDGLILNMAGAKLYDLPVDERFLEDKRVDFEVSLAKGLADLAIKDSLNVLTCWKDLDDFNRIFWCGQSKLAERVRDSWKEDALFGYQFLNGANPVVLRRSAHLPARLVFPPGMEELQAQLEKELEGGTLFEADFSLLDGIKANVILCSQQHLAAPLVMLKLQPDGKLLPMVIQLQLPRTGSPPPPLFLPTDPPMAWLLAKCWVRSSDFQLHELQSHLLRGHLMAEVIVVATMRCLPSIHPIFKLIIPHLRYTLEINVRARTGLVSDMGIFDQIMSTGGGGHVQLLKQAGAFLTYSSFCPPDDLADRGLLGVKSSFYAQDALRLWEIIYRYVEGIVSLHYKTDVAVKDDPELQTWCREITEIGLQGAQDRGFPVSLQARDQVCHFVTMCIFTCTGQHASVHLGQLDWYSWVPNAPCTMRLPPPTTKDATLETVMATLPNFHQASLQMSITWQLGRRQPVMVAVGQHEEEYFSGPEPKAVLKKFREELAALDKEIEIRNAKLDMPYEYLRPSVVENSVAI
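Readout: Fe(III)-xylenol orange absorbance, 573-to-405 nm ratio as reaction progress. Enzyme 40 nM purified human 15hLO-1, substrate 50 uM arachidonic acid, 6 min RT after 15 min compound preincubation; Hepes pH 7.5 buffer with Triton X-100.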
Starred values were filed as active, the others as inactive; ? = inconclusive; . = not tested or not shown; & = joins results of further samples; [ ] = remark or other dose. Unless noted, the call rests on the fitted dose curve; in most records, active means well fitted curve in the direction sought with a large enough effect; inconclusive means small, poorly fitted or top-dose-only effect, or another doubt; inactive means no such curve, though single readings can be large; an effect the other way counts as inactive or inconclusive. An excerpt; the hit share may differ from the screen's.

SMILES	HBB splice mod	USP2a inh	BRCT inh red	HADH2 inh	Pol III holo inh	Hsp90 Hop PPI	CRE-bla Fsk	UbGFP stabilizer	BRCT PPI green	GFP derepression	ALOX15 inhib
CCCNS(=O)(=O)c1ccc(OCC(=O)N2CCN(Cc3ccc4c(c3)OCO4)CC2)cc1	1.2%	13%	0.6%	?	1%	-2%	-9%	-5%	-2.3%	3%	-1%
O=C(c1cc2ccccc2oc1=O)N1CCC2(CC1)OCCO2	1.8%	-5%	-0.8%	-20%	4%	-1%	-8%	2%	-0.3%	10%	-3%
c1ccc2[nH]c(CCNC3CCCCC3)nc2c1	.	-1%	-2.5%	9%	-3%	-3%	-9%	-1%	0.8%	-1%	17%
CC(=NCC1CCCO1)c1c(O)n(Cc2ccccc2)c(=O)[nH]c1=O (centres undefined)	1.2%[57.5 µM]	-5%	-1.4%	13%	0%	-6%	11%	-8%	5.9%	0%	-1%
CC(C)CCON=O	0.8%	.	-1.0%	4%	5%	-1%	-11%	.	-1.7%	.	-13%
C[C@@]12CC[C@H]3[C@@H](CC[C@H]4C[C@@H](O)CC[C@]43C)[C@H]1CC[C@@H]2C(=O)C[C@H](O)C(F)(F)F	0.4%[9.22 µM]	.	-1.8%[15.4 µM]	5%[11.4 µM]	-8%[11.4 µM]	-3%[11 µM]	15%[7.6 µM]	1%[9.17 µM]	0.6%[15.4 µM]	2%[9.22 µM]	4%[11.4 µM]
CC(COc1ccccc1)N(CCCl)Cc1ccccc1 (centres undefined)	-0.4%	15%	-4.2%&-5.2%	-7%	2%	8%	-14%	.	-1.6%[3.08 µM]	8%[20.6 µM]	?
CCC(=O)O[C@H]1CC[C@H]2[C@@H]3CCC4=CC(=O)CC[C@]4(C)[C@H]3CC[C@]12C	0.7%[20.6 µM]	0%[17.1 µM]	-0.7%[34.4 µM]	-7%[25.6 µM]	-2%[25.6 µM]	2%[26 µM]	?	4%[20.5 µM]	-3.2%[34.4 µM]	12%[20.6 µM]	14%[25.6 µM]
CCCCCCCCn1sccc1=O	-0.9%	.	0.6%	0.63µM*	2%	-2%	?	.	-2.1%	.	?
O=C(CN1CC(c2ccccc2)CC1=O)Nc1cccc(F)c1 (centres undefined)	0.3%	.	-2.9%	-2%	1%	4%	-6%	-15%	-4.2%	-5%	0%
CC(C)[N+](C)(CCC(C(N)=O)(c1ccccc1)c1ccccc1)C(C)C	2.1%[20.6 µM]	-8%	0.6%	-7%[25.6 µM]	0%[25.6 µM]	0%[26 µM]	-4%[17.1 µM]	2%[20.5 µM]	0.3%[3.08 µM]	0%[20.6 µM]	-3%
Cc1cc(N2C(=O)C3CCCN3C2c2sccc2C)no1 (centres undefined)	-2.8%	0%	0.8%	0%	1%	-3%	4%	-2%	-2.6%	1%	0%
O=c1[nH]c(=O)n(Cc2ccccc2)c(O)c1C=Nc1ccc(CN2CCOCC2)cc1	1.8%[0.369 µM]	49%[activator]	0.8%	?	-6%	-2%	?	.	0.8%	-2%	1%
O=C(O)C(O)(c1ccccc1)C1CCCC1 (centres undefined)	2.1%[57.5 µM]	1%	-0.5%	-5%	-7%	-2%	1%	-5%	-3.0%	3%	8%
CC[C@@H]1[C@H]2CCCCN3[C@@H]2[C@@H](C[C@H]3[C@@H]2C[C@H](C)C(=O)O2)[C@@H]2[C@H]1OC(=O)[C@H]2C	.	.	.	?	-9%	-1%	?	2%	.	-4%[9.22 µM]	.
Cc1n[nH]c(C)c1CCN	.	-4%	1.2%	-1%	-10%	0%	9%	5%	-2.3%	1%	18%
NC(=O)c1cc(N2CC2)c([N+](=O)[O-])cc1[N+](=O)[O-]	-0.1%	1%	-3.2%	-29%	-2%	-8%	4%	-5%	-3.9%	-2%	-25%
O=c1[nH]c2ccccc2n1C1CCN(CCCC(c2ccc(F)cc2)c2ccc(F)cc2)CC1	1.4%[20.6 µM]	42%[activator]	-1.0%	-12%	-5%	-11%	?	-1%	-2.9%	-2%[20.6 µM]	-5%[25.6 µM]
CN1C(=O)C(Cc2cccc3ccccc23)C(=O)N(C)C1=O	0.7%[0.0738 µM]	7%[7.66 µM]	-0.7%	?	-3%[11.4 µM]	-6%[11 µM]	?	-4%[9.17 µM]	0.2%	0%	1%[11.4 µM]
COC(=O)N1CCC2(CCCN(C)C2)CC1	3.5%	?	-0.3%	3%	-6%	-3%	2%	2%	-1.5%	0%[9.22 µM]	-5%
COc1ccc(-n2nc(C(F)(F)F)cc2-c2ccc(Cl)cc2)cc1	1.9%	-7%	-1.0%	-6%	-12%	?	23%	0%	4.6%	-3%	-7%
CCOC(=O)CC(SP(=S)(OC)OC)C(=O)OCC (centres undefined)	-0.8%	.	-5.4%	?	3%	-4%	-10%	.	1.2%	.	?
CCOC(=O)CN1C(=O)C2(C(C#N)=C(N)Oc3ccccc32)C(C(=O)OC)=C1C (centres undefined)	-1.4%	-4%	-1.3%	-1%	0%	-4%	-6%	-4%	-0.7%	5%	8%
c1ccc(N2CCCC3(CCNCC3)C2)nc1	-1.8%	99%[activator]	0.1%	-19%	-1%	-7%	-2%	2%	-5.1%	0%[9.22 µM]	4%
CC(C)NS(=O)(=O)c1ccc(OCC(=O)N2CCN(Cc3ccccc3)CC2)cc1	-0.3%	9%	-0.2%	-2%	-1%	-3%	-1%	-5%	-0.3%	-1%	6%

Compound profiles, as listed above:
`CC(C)CCON=O` in the list: HBB splice mod: 0.8%; USP2a inh: .; BRCT inh red: -1.0%; HADH2 inh: 4%; Pol III holo inh: 5%; Hsp90 Hop PPI: -1%; CRE-bla Fsk: -11%; UbGFP stabilizer: .; BRCT PPI green: -1.7%; GFP derepression: .; ALOX15 inhib: -13%
`COC(=O)N1CCC2(CCCN(C)C2)CC1` in the list: HBB splice mod: 3.5%; USP2a inh: ?; BRCT inh red: -0.3%; HADH2 inh: 3%; Pol III holo inh: -6%; Hsp90 Hop PPI: -3%; CRE-bla Fsk: 2%; UbGFP stabilizer: 2%; BRCT PPI green: -1.5%; GFP derepression: 0%[9.22 µM]; ALOX15 inhib: -5%

More entries follow:
SMILES	HBB splice mod	USP2a inh	BRCT inh red	HADH2 inh	Pol III holo inh	Hsp90 Hop PPI	CRE-bla Fsk	UbGFP stabilizer	BRCT PPI green	GFP derepression	ALOX15 inhib
COc1cc(C(=O)OC2C[C@H]3CC[C@@H](C2)N3C)ccc1O (some centres undefined)	1.0%[20.6 µM]	-3%[17.1 µM]	0.9%[34.4 µM]	-2%[25.6 µM]	2%[25.6 µM]	-6%[26 µM]	-3%[17.1 µM]	12%[20.5 µM]	-0.5%[34.4 µM]	12%[20.6 µM]	2%[25.6 µM]
CCCCCCC[n+]1ccc(-c2cc[n+](CCCCCCC)cc2)cc1	.	.	-0.3%	2%	-3%	-3%	3%	-1%	1.0%	1%	-13%[25.6 µM]
CC(C)[C@@]1(NC(=O)[C@@H]2C=C3c4cccc5[nH]cc(c45)C[C@@H]3N(C)C2)O[C@]2(O)[C@H]3CCCN3C(=O)[C@H](Cc3ccccc3)N2C1=O	10%	.	.	?	0%	-28%	17%	-5%	.	0%	.
Nc1cccc2ccccc12	-1.6%	.	1.3%	.	-1%	-5%	-2%	.	-0.1%	.	-7%
C[C@]12CC[C@H](O)C[C@@H]1CC[C@H]1[C@H]2CC[C@]2(C)[C@H](C(=O)CO)CC[C@@H]12	-0.2%	7%	0.6%	2%	-3%	2%	?	8%	1.4%	-1%	-5%
c1ccc2c(CN3CCCCCCC3)c[nH]c2c1	1.9%	-3%	1.1%	4%	-4%	-4%	-11%	0%	-0.9%	-2%	-1%
